Compound activity deposited in PubChem by several laboratories.
HTRA1 inhibitor = inhibitors of human serine peptidase HTRA1; actives 0.5% (n = 340,000); Q92743; inhibition, % at 5.96 µM; recombinant HTRA1, FP-rhodamine activity-based probe, fluorescence polarization; in the data active = inhibition above about 36%;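 note: 0% = enzyme with DMSO and 100% = wells lacking enzyme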
Target sequence (Q92743 whole entry, looked up): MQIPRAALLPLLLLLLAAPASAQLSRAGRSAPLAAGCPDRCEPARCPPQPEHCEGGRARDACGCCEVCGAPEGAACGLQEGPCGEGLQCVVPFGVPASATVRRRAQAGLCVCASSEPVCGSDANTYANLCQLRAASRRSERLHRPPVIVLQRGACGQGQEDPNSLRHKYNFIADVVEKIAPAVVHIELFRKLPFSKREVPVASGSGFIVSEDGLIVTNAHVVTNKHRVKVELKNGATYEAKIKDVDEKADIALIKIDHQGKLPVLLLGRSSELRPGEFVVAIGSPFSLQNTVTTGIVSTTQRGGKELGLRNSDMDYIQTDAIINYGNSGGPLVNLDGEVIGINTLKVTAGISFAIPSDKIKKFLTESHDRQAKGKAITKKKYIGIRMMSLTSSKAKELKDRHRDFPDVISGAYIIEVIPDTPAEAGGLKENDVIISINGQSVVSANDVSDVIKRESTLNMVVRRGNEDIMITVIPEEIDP
rCAG binder = r(CAG) repeat RNA binding | TO-PRO-1 dye displacement fluorescence | actives 1.3% (n = 370,000) | inhibition, % at 3 µM;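 active = inhibition above the plate cutoff, the mean of all test compounds on that plate plus 3 SD, cut at about 35% in these data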;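 note: 0% = DMSO alone and 100% = 100 µM mitoxantrone as full dye displacement; higher means more dye released from RNA so lower well fluorescence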
Rev-erbA mod = modulates human Rev-erb alpha binding to DNA; actives 0.79% (n = 370,000); activity, % at 10 µM; AID 1259318; Rev-erbα–FITC-DNA binding, fluorescence polarization, 90 min; P20393;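 active = activity above about 14%, limit read from the data; passing the limit was not always enough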;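 note: 0% = DMSO wells with 35 nM protein and 100% = DMSO wells with 750 nM protein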
GC-A act = GC-A (human) enzyme activation. actives 0.14% (n = 370,000). AID 1671463. activation, % at 10 µM. HEK293 GC-A cells, cGMP TR-FRET, EC30 ANP; 0% at EC30 ANP, 100% saturating ANP. P16066; in the data active = activation above about 40%
SMARCA2 act = increases SMARCA2 function in MMTV reporter cells; MG213 cells, MMTV-luciferase reporter, dexamethasone, overnight; activation, % at 9.1 µM; actives 1% (n = 370,000); in the data active = activation above about 7.8%;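 note: 0% = vehicle wells and 100% = reference activator wells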
PG9 Ab binder = PG9 antibody binding by small molecule | actives 0.43% (n = 360,000) | TR-FRET gp120-PG9 antibody binding | inhibition, % at 6.7 µM | AID 624416; in the data active = inhibition above about 8.5%
ASAP1 inh = blocks human ASAP1-stimulated Arf1 GTP hydrolysis; Q9ULH1; GDP FP detection; inhibition, % at 16.5 µM; actives 0.19% (n = 360,000); AID 624377; in the data active = inhibition above about 25%;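 note: 0% = vehicle with enzyme and substrate and 100% = no enzyme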
Target sequence (Q9ULH1 325-724 limits assumed): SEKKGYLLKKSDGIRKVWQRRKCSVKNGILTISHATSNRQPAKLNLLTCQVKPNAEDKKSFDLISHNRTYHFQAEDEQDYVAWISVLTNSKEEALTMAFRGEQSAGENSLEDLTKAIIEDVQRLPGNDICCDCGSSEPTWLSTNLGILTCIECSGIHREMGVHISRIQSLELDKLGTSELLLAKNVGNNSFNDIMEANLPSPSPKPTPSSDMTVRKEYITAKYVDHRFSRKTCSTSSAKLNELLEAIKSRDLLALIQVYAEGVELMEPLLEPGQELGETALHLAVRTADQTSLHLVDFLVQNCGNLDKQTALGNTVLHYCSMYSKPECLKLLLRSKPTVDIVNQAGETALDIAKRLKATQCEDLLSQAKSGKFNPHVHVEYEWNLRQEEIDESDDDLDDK
GC-B act = GC-B (human) receptor activation | P20594 | HEK293-GC-B cells, CNP EC30, cGMP TR-FRET; 0% at EC30 CNP, 100% saturating CNP | activation, % at 10 µM | actives 0.11% (n = 370,000);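 active = activation at 10 µM reaching about 35% in either raw or pattern-adjusted values, limit read from the data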
ABHD4 inh = ABHD4 (mouse) inhibition, primary FP screen. Q8VD66. purified mABHD4, FP-Rh probe fluorescence polarization. inhibition, % at 8.92 µM. actives 0.54% (n = 370,000). AID 720543;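 active = inhibition exceeding the mean over every tested compound plus 3 SD, cut at about 30% in these data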;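 note: 0% = plate median of compound wells and 100% = S159A mutant with DMSO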
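Test system: mABHD4 protein; Read-out basis: % inhibition; Incubation: 45 min + 60 min at 25 °C; Repeats: single replicate; Technique: fluorescence polarization with parallel and perpendicular emission, 525/598 nm; Compound: 8.92 µM, single dose; Benchmarks: full inhibition S159A mutant plus DMSO, zero as sample-well median.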
ARFGAP1 inh = rat ARFGAP1 inhibition; Arfgap1-stimulated ARF1 GTP hydrolysis, GDP FP detection; inhibition, % at 16.5 µM; actives 0.26% (n = 360,000);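 active = inhibition above a per-plate limit, mean inhibition of low control wells plus 3 SD, cut at about 25% in these data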;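 note: 0% = DMSO wells with enzyme and 100% = wells lacking Arfgap1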
Target sequence (Q62848 1-136 limits assumed): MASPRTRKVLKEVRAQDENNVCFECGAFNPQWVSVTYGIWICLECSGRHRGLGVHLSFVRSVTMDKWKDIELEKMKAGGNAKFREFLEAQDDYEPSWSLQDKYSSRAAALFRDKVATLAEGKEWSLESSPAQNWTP
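Material: rat Arfgap1 GAP domain (His6, aa 1-136), purified enzyme. Also added: human ARF1(Δ1-17)-GTP substrate. Compound dosing: 16.5 µM single point, 1.26% DMSO. Timing: enzyme reaction 120 min at 25 °C after 20 min preincubation. Signal: GDP detection by fluorescence polarization. Read-out basis: percent inhibition of GAP-stimulated GDP formation, scaled between DMSO and no-Arfgap1 medians.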
Starred values were filed as active, the others as inactive; . = no result given; & = joins results of further samples. Random draw from the library; about 4.4% have a hit in one of these screens.

SMILES | HTRA1 inhibitor | rCAG binder | Rev-erbA mod | GC-A act | SMARCA2 act | PG9 Ab binder | ASAP1 inh | GC-B act | ABHD4 inh | ARFGAP1 inh
O=C(CCn1ccnc1)Nc1cc(Cl)ccc1O | 5 | 0 | 2 | 2 | -2 | 0.0 | 17 | 1 | -2 | 14
Cc1ccc2c(c1)cc1c(=O)[nH]ncn12 | 2 | 0 | -9 | 2 | 3 | -0.3 | -15 | 4 | 0 | -3
COc1ccc(S(=O)(=O)N2CCc3ccccc32)cc1C(=O)N1CCOCC1 | 3 | -7 | 0 | 0 | 0 | 0.9 | 6 | 1 | 2 | -2
Cc1ccc2nc(SCc3cn4cccnc4n3)[nH]c2c1 | 7 | 0 | 0 | 4 | -1 | 1.4 | -2 | 7 | 0 | 14
COc1ccc(C)cc1S(=O)(=O)NCCc1ccccc1 | 5 | -5 | -1 | -2 | -2 | -0.1 | 9 | 1 | 2 | 8
Cc1ccc(NC(=O)COc2ccc(C3SCCS3)cc2)cc1 | -1 | 5 | 5 | 7 | -3 | 1.0 | -8 | 4 | -5 | 11
S=c1[nH]c(-c2ccccc2)cn1/N=C/c1cccnc1 | 6 | -2 | -5 | -8 | -1 | -1.3 | 9 | -10 | 2 | 1
O=C(NCCC1CCCCN1S(=O)(=O)c1ccccc1)C(=O)NC1CCCC1 (configuration not stated) | 1 | -7 | 3 | 2 | 0 | 1.4 | 16 | 1 | -2 | 4
O=C(NCc1n[nH]c(=S)n1-c1ccccc1)c1ccc(S(=O)(=O)N2CCOCC2)cc1 | 1 | 2 | 2 | 2 | -3 | 0.7 | -3 | -1 | 8 | -1
CCOC(=O)c1cc(C(=O)NN)c(C)nc1C | 1 | -4 | 4 | 1 | -4 | -0.7 | 4 | 1 | 7 | -2
CCN(CC(=O)NCc1cccs1)S(=O)(=O)c1ccc(NC(C)=O)cc1 | 5 | -2 | -1 | -3 | 5 | -0.2 | -2 | 5 | 6 | 10
C=CCN=C(C)C1=C(O)C(C)OC1=O (configuration not stated) | 9 | 2 | -4 | 1 | -1 | -3.2 | -5 | 2 | 9 | -1
CCOC(=O)c1ccc(S(=O)(=O)N2CCN(C(C)=O)CC2)cc1 | 3 | -1 | -4 | -3 | 0 | 0.0 | 0 | -1 | -3 | -10
COC(=O)C1=C(NC(=O)c2ccc(C)c(C)c2)CCS1 | -4 | 1 | -3 | 1 | 1 | -2.0 | 4 | -2 | 1 | 3
CC1CN(CCOc2cccc(Oc3ccccc3)c2)CC(C)O1 (configuration not stated) | -13 | -4 | -1 | -1 | -4 | -0.2 | -16 | 5 | 15 | 3
CCCN(C(=O)COC(=O)CC1CCCCC1)c1c(N)n(Cc2ccccc2)c(=O)[nH]c1=O | 3 | 0 | -5 | 0 | 0 | 0.8 | -3 | 0 | -1 | 2
CC1=CC(C)=Nc2ccccc2N1 | -5 | -1 | -4 | 1 | 6 | 0.8 | 13 | 6 | 10 | -11
COc1ccc(N2CC(C)Cn3c2nc2c3c(=O)n(Cc3ccccc3F)c(=O)n2C)c(OC)c1 (configuration not stated) | 0 | -5 | -2 | -5 | 0 | 0.3 | -3 | -2 | -2 | 11
C=CCn1c(SCC(=O)OCc2ccccc2)nc2c1c(=O)n(C)c(=O)n2C | -1 | -3 | -1 | -2 | 0 | 0.9 | 1 | 2 | -4 | -8
CSCc1cccc(C(=O)OC(C)C(=O)Nc2c(C)n(C)n(-c3ccccc3)c2=O)c1 (configuration not stated) | 6 | -1 | -5 | -2 | 3 | -1.9 | -3 | 2 | -2 | -12
O=C(COC(=O)CNC(=O)c1ccc(Cl)c([N+](=O)[O-])c1)NNC(=O)c1ccccc1F | 9 | 2 | -2 | -4 | 4 | 0.5 | 0 | 0 | -3 | -16
CCN(CC)S(=O)(=O)c1ccc(N2CC(C(=O)NCCc3ccc(Cl)cc3)CC2=O)cc1 (configuration not stated) | -10 | 7 | -2 | -3 | -2 | -0.7 | 11 | 0 | -4 | 8
O=c1cc(CN2CCN(S(=O)(=O)c3ccccc3)CC2)nc2ccc(Cl)cn12 | 2 | 3 | 4 | -1 | 0 | -1.2 | -1 | -1 | 4 | 2
COc1ccc(NC(=O)c2ccccc2-c2ccccc2)cc1 | 3 | -9 | 5 | -10 | 0 | -2.5 | -1 | -5 | -5 | -8
COc1ccc(C2c3c(c(C)c(C)oc3=O)Oc3c(C)c(C)oc(=O)c32)cc1 | 4 | 2 | 0 | 7 | 2 | 0.6 | 6 | 8 | 4 | -1
CCOC(=O)C1CCCN(C(=O)c2ccc(S(=O)(=O)Nc3ccccc3OC)cc2)C1 (configuration not stated) | 1 | -5 | -5 | -7 | -3 | 0.2 | -14 | 1 | 0 | -1
CCNC(=O)N(C)c1c(CC)nc2ccc(C(=O)N3CCN(S(=O)(=O)CC)CC3)cn12 | . | 2 | 2 | 0 | -2 | 1.4 | -14 | 3 | -2 | 2
CCOC(=O)c1cccc(NC(=O)c2ccc(NC(=O)C3CCCO3)cc2)c1 (configuration not stated) | -7 | 1 | 4 | -2 | 0 | -0.2 | -15 | 6 | -6 | -11
Cc1ccnc(NS(=O)(=O)c2ccc(NC(=O)c3oc4ccc(F)cc4c3C)cc2)n1 | -15 | 33 | 1 | 13 | 1 | -1.4 | 1 | 13 | -3 | 10
O=C(COC(=O)C(c1ccccc1)c1ccccc1)NCc1ccco1 | -6 | 0 | -2 | -3 | 0 | 2.9 | -8 | 1 | -2 | -9
CCOc1ccc2[nH]c(=O)c(CN(Cc3cccs3)Cc3nnnn3C(C)(C)CC)cc2c1 | -7 | 0 | 13 | -8 | -2 | 0.0 | 5 | -2 | -3 | -14
CCOc1ccc(S(=O)(=O)N2CCN(Cc3ccco3)CC2)cc1 | -3 | 25 | 3 | 3 | 1 | -3.8 | -5 | 6 | -21 | -9
Cc1ccc(Cc2c(-c3ccc(C#N)cc3)nc3ccc(C)cn23)cc1 | . | 6 | -5 | 21 | -1 | 0.3 | -1 | 25 | -8 | 18
CCc1nc(NC(=O)NS(=O)(=O)c2ccccc2C(=O)OC)nc(OC)n1 | 3 | 2 | -6 | -2 | -2 | -2.6 | 1 | -4 | -1 | -10
CN(C)c1ccc(C(CNC(=O)COc2ccc(Cl)cc2)N2CCCC2)cc1 (configuration not stated) | 2 | -12 | 4 | -6 | -2 | 0.7 | 6 | -6 | 6 | 3
N#CCCN(C(=O)CSc1nc(-c2ccccc2)cn1N)c1ccc(F)cc1 | 0 | 11 | -1 | 0 | -1 | -0.4 | 14 | -8 | -13 | -6
O=C(Cc1ccc([N+](=O)[O-])cc1)Nc1cccc(C(=O)N2CCCC2)c1 | -3 | 0 | 2 | 0 | -1 | -0.7 | -11 | 4 | 0 | -5
CN(Cc1ccc(Br)cc1)C(=O)CCN1C(=O)c2cccc([N+](=O)[O-])c2C1=O | 4 | -1 | 8 | 0 | -1 | -0.7 | -17 | 3 | -1 | -5
O=C(CSc1nnc(COc2ccccc2F)n1-c1ccccc1)NC1CCS(=O)(=O)C1 (configuration not stated) | -2 | -6 | 1 | -3 | 1 | -1.9 | 20 | 7 | 1 | -12
O=C(Nc1cccc(F)c1)c1sc(Cl)nc1-c1ccccc1 | -24 | 4 | 8 | 8 | -1 | 0.1 | 2 | 0 | 1 | -5

Profiles from above.
Listed for CN(C)c1ccc(C(CNC(=O)COc2ccc(Cl)cc2)N2CCCC2)cc1 (configuration not stated) → HTRA1 inhibitor = 2; rCAG binder = -12; Rev-erbA mod = 4; GC-A act = -6; SMARCA2 act = -2; PG9 Ab binder = 0.7; ASAP1 inh = 6; GC-B act = -6; ABHD4 inh = 6; ARFGAP1 inh = 3
Listed for O=c1cc(CN2CCN(S(=O)(=O)c3ccccc3)CC2)nc2ccc(Cl)cn12 → HTRA1 inhibitor = 2; rCAG binder = 3; Rev-erbA mod = 4; GC-A act = -1; SMARCA2 act = 0; PG9 Ab binder = -1.2; ASAP1 inh = -1; GC-B act = -1; ABHD4 inh = 4; ARFGAP1 inh = 2

Further structures:
SMILES | HTRA1 inhibitor | rCAG binder | Rev-erbA mod | GC-A act | SMARCA2 act | PG9 Ab binder | ASAP1 inh | GC-B act | ABHD4 inh | ARFGAP1 inh
C[C@@H]1NC(=O)[C@H](CCCN=C(N)N)NC(=O)c2cc([N+](=O)[O-])cc(I)c2NCCC[C@@H](C(N)=O)NC1=O | 1 | 9 | -4 | 0 | 1 | -2.2 | 0 | 2 | 13 | 0
CCNc1nc(NC(C)C)nc(Oc2ccc(OCCOc3ccc(C)cc3)nn2)n1 | -16 | -10 | 1 | -1 | -3 | 1.2 | 2 | 5 | -1 | -6
Cc1ccc(C(OC(=O)c2ccco2)C(=O)NC2CCCC2)cc1 (configuration not stated) | -4 | -3 | 3 | 5 | 5 | -1.0 | 13 | -1 | -1 | 10
Cc1c(C(=O)O)oc2c1C(O)CC(C)(C)C2 (configuration not stated) | 1&-1 | 1&2 | 1&-2 | 1&0 | 0&-2 | -0.5&-1.2 | -2&-9 | -3&4 | 0&7 | 8&0
CCOc1ccc2nc(NC(=O)CSCC(=O)Nc3cc(C)on3)sc2c1 | 1 | 1 | -2 | -3 | 7 | -0.8 | -2 | -6 | 0 | 1
CCOc1ccc(NS(=O)(=O)c2ccc(NC(=S)NC(=O)CC(C)C)cc2)cc1 | -96 | 8 | -4 | 2 | 0 | 1.3 | 12 | -11 | -54 | 13
COc1ccc(NC(=O)c2ccccc2C)cc1 | -4 | -1 | 1 | 2 | 1 | 0.3 | 7 | 1 | 5 | 10
O=C(CSc1ccccn1)NCc1ccc2c(c1)OCO2 | 5 | 0 | -2 | 1 | -4 | -1.0 | 1 | 7 | 3 | 15
N#Cc1ccc(-c2csc(NC(=O)C3CC3)n2)cc1 | -15 | 2 | -6 | 8 | -1 | -0.4 | 23 | 1 | -6 | 2
CCOC(=O)[C@]12CCCC=C1N(Cc1cccc3ccccc13)C(=O)[C@H](CC(=O)N1CCCCC1)C2 | . | 3 | -4 | -7 | -6 | -1.6 | -2 | 1 | 10 | -4
CCOC(=O)c1c(/N=C/C2C(=O)CC(C)(C)CC2=O)sc(C)c1C | -3 | 4 | -2 | 0 | -1 | -0.3 | 5 | 1 | 2 | -5
O=C(NCc1ccccc1Cl)C1CCC(=O)N(C2CC2)C1 (configuration not stated) | -1 | 1 | 0 | 0 | -3 | 0.7 | -2 | 1 | 10 | 1
CCc1ccc(Nc2n[n+](-c3ccccc3)c(-c3ccc(OC)c(Br)c3)s2)cc1 | -42 | 17 | -4 | -13 | 1 | -0.2 | 5 | -16 | -11 | -1
O=C(NCc1ccccc1)C(C1CC1)n1c(=O)c(-c2ccco2)nc2ccccc21 (configuration not stated) | . | 21 | -5 | -6 | -1 | -1.4 | -5 | -2 | 3 | -15
CCOc1ncccc1C(=O)N1CCN(c2cc(Cl)ccc2C)CC1 | -13 | 2 | 4 | -15 | -2 | -0.9 | -4 | -4 | -2 | -9
COc1ccc(-c2ncncc2-c2csc(C)n2)c(O)c1OC | 0 | -5 | -1 | 0 | 0 | -0.7 | -4 | -9 | 4 | 5
